TPT1 inh: inhibitors of Candida albicans tRNA 2'-phosphotransferase TPT1 | recombinant caTPT1, FP RNA substrate dephosphorylation | inhibition, % at 5 µM | 0.81% of 300,000 active | AID 1962;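 active means inhibition above the mean of all tested compounds plus 3 SD, set per screening campaign, cut at about 24% in these data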;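 further: plate controls were DMSO alone for no effect and ferristatin control at 100 nM for full effect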
ZTA DNA inh: ZTA (EBV) inhibition in EBNA-1 counter-screen; ZTA-DNA binding, fluorescence polarization; inhibition, % at 11 µM; 0.15% of 320,000 active; P03206; in the data active means inhibition above about 33%
Target sequence (P03206 whole entry, looked up): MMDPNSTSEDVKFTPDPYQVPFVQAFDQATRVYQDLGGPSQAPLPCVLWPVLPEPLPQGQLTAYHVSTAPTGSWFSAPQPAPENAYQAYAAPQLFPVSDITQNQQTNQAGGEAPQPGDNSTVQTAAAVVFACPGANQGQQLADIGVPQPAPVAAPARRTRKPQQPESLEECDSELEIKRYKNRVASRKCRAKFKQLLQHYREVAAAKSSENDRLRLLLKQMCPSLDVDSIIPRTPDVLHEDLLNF
PREPL inhibitor: inhibits the human prolyl oligopeptidase-like enzyme | Q4J6C6 | inhibition, % at 5.96 µM | AID 2751 | 0.68% of 320,000 active | recombinant PREPL, fluorescence polarization activity-based probe; in the data active means inhibition above about 43%;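 further: 0% = enzyme with DMSO and 100% = wells lacking enzyme; many of its hits are not listed in these tables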
Efflux pump mplx: blocks antifungal efflux pumps in multiplex yeast assay; S. cerevisiae Candida pump triplex, Nile Red efflux; inhibition, % at 10 µM; 0.44% of 330,000 active; AID 485275;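 active means plate passing quality check with inhibition over a set limit, or well fluorescence over plate mean plus 4 SD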;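 further: Nile Red retained in pooled yeast measured as flow cytometry median fluorescence; 0% = buffer negative control and 100% = Enniatin B positive control; higher means more Nile Red kept so more efflux inhibition; some compounds called inactive have numbers as strong as hits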
EBNA-1 inh: blocks EBNA-1 binding to DNA; inhibition, % at 14.8 µM; 0.34% of 300,000 active; EBNA-1 DNA binding, fluorescence polarization; AID 1950; in the data active means inhibition above about 28%
core dimer inh: blocks dimerization of HCV core protein; TR-FRET GST/Flag-core106 dimerization, 1536-well; inhibition, % at 5 µM; 0.33% of 300,000 active; AID 1899;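 active means inhibition above the mean of all tested compounds plus 3 SD, set per screening campaign, cut at about 45% in these data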
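Material: GST/Flag-tagged HCV core106 proteins. Incubation: 4 h, 22.5 °C incubation. Read-out basis: inhibition (%) from 671 over 617 nm ratio. Measured by: TR-FRET, excitation 340 nm, emission 617 and 671 nm.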
PP5 primary: PP5 (human) phosphatase inhibition; inhibition, % at 6.7 µM; P53041; purified PP5c, OMFP substrate fluorescence; AID 1987; 0.18% of 320,000 active;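 active means inhibition above the campaign's mean inhibition across all tested compounds plus 3 SD, cut at about 9.5% in these data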;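 further: 0% = DMSO only and 100% = 100 µM cantharidin control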
Target sequence (P53041 whole entry, looked up): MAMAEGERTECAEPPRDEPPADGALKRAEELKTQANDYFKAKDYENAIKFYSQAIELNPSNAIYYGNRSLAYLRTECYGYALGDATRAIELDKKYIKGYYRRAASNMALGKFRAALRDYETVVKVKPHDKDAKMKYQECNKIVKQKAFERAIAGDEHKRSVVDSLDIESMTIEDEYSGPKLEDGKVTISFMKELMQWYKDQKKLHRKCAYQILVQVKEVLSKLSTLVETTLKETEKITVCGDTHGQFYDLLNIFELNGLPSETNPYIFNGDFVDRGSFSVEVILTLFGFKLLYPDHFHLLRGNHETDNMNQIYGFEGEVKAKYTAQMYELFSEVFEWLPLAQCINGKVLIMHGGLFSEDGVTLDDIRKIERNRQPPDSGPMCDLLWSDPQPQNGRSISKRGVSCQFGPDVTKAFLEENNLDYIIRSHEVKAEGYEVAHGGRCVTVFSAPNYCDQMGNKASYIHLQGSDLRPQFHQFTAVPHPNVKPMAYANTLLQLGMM
Fh CTSL1 inh: blocks F. hepatica cathepsin L1 in PFM18AAP counter-screen; recombinant F. hepatica cathepsin L1, Z-Leu-Arg-MCA fluorescence; inhibition, % at 5.96 µM; 0.49% of 300,000 active;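 active means inhibition above the mean of all tested compounds plus 3 SD, set per screening campaign, cut at about 17% in these data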;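 further: 0% = plate median of test compound wells and 100% = 1 µM Z-Phe-Ala-diazomethylketone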
PP1 counter: counter-screen for PP5 inhibitors: inhibitors of human PP1-alpha; inhibition, % at 6.7 µM; 0.9% of 320,000 active; purified PP1alpha, OMFP fluorescence; P62136;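 active means inhibition above the mean inhibition of all tested compounds plus 3 SD, computed separately for each screening campaign, cut at about 15% in these data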
Target sequence (P62136 whole entry, looked up): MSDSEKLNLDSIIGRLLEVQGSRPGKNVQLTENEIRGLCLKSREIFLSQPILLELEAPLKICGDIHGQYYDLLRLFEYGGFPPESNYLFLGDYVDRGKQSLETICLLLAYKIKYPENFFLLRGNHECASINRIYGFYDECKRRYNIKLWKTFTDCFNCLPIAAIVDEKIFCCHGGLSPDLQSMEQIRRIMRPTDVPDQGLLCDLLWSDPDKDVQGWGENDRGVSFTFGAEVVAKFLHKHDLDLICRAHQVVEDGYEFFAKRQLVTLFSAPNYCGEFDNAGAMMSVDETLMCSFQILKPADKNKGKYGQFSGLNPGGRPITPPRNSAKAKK
The depositor's hits bear a star; / = no result given. These rows are one share of the data (hit frequency here may not be typical).

SMILES	TPT1 inh	ZTA DNA inh	PREPL inhibitor	Efflux pump mplx	EBNA-1 inh	core dimer inh	PP5 primary	Fh CTSL1 inh	PP1 counter
CN(Cc1nc2ccccc2n1C)C(=O)c1ccco1	-3	-6	0	0.0	6	-2	-1.8	2	-1
CCCCN(C)C(=S)Nc1ccsc1C(=O)OC	0	1	12	0.4	-4	5	0.3	-6	3
CN(CC(=O)Nc1c(Cl)cccc1Cl)C(=O)CCCN1C(=O)c2ccccc2C1=O	-2	6	6	0.0	5	4	0.0	-1	-2
Nc1cc(=O)[nH]n1C1CCN(c2ccccc2)CC1	2	12	26	0.0	-6	-3	-0.2	1	-2
CC(=O)Nc1ccc(S(=O)(=O)Oc2ccc(/C=N/NC(=O)c3ccc(Cl)cc3)cc2)cc1	4	0	-18	-0.3	5	7	2.8	9	3
COc1cc(/C=C/C(=O)N2CCN(c3ccccn3)CC2)cc(OC)c1OC	-1	0	0	-0.2	2	-2	3.2	-1	1
O=C(c1cccc([N+](=O)[O-])c1)c1ccc2c(c1)C(=O)NC2=O	0	4	1	0.0	8	2	1.6	1	-3
CC(C)(CCO)NC(=S)NC1CC2C=CC1C2 (centres undefined)	0	-8	-1	0.0	7	0	-1.6	-4	-4
COC(=O)C(Cc1ccccc1)NC(=O)COc1ccc(C(C)(C)C)cc1 (centres undefined)	0	2	32	0.1	9	10	4.3	2	5
CCOc1ccc([C@@H]2CC=C(C(=O)O)[C@H](c3ccc(F)cc3)N2S(=O)(=O)c2ccc(C)cc2)cc1	-1	-15	-5	0.0	14	13	3.4	1	4
COC(=O)c1oc2ccc(Cl)cc2c1N	-1	12	-4	-0.3	-1	2	0.4	0	-1
O=C(O)CCCN1C(=O)c2ccc(C(=O)c3cccc([N+](=O)[O-])c3)cc2C1=O	-9	-12	-2	0.0	-3	-1	1.8	1	5
COc1cccc(-c2cc(C(=O)N3CCc4ccccc4C3)[nH]n2)c1	2	-10	-2	0.0	0	2	-1.0	7	-5
COc1ccc(NS(=O)(=O)c2cccc(NC(=O)CCC(=O)c3cccs3)c2)cc1	2	-10	-19	-0.1	-11	-3	4.9	-8	0
CC(CCC(=O)O)C1CCC2C3CCC4C[C@H](O)CCC4(C)C3CC(=O)C12C (some centres undefined)	-1	1	1	-0.1	4	-1	0.8	6	-2
CCOC(=O)C1=C(C)NC(C)=C(C(=O)OCC)C1C(=O)OCC(=O)N1CCc2ccccc21	-2	2	12	0.1	-4	-9	2.9	0	1
CCCN(CCC)CCNC(=O)C1CC(=O)N(c2ccc(OC)cc2)C1c1ccc(OC)cc1 (centres undefined)	-7	15	-56	0.0	6	0	1.1	1	-2
CC(Sc1nc2ccccc2s1)C(=O)NCc1ccc2c(c1)OCO2 (centres undefined)	3	8	-3	0.4	-11	4	3.6	-2	-3
CCc1ccc(NC(=O)C2(c3ccccc3)CC2(Cl)Cl)cc1 (centres undefined)	3	-8	-3	0.3	-14	0	6.6	1	2
Cc1cccc(-c2nnc(SCC#N)n2Cc2ccccc2)c1	-1	4	5	0.0	0	2	0.7	-3	-9
CCN1C(=O)[C@H]2[C@@H](c3ccc(C)cc3)N3C(=O)N(c4cccc(Cl)c4)C(=O)[C@@]3(Cc3ccc(Cl)cc3)[C@H]2C1=O	-2	-13	4	-0.2	-1	5	4.3	3	1
Cc1cccc(N2CCN(S(C)(=O)=O)CC2)c1C	-1	8	-11	0.0	0	-3	-3.5	-1	-5
COc1ccccc1-n1c(SCC(=O)Nc2cccc(C(=O)O)c2)nnc1-c1ccccc1C	-5	-7	-3	-0.1	3	2	-0.7	2	2
O=c1c2cc(NC(=S)NC3CCN(Cc4ccccc4)CC3)ccc2nc2n1CCCCC2	-1	-19	17	-0.1	4	1	2.7	0	-1
O=C(NCC12CC3CC(CC(C3)C1)C2)c1nc2ncccn2n1	-1	15	-15	-0.1	6	0	4.6	-2	-2
Cc1ccc(-c2cc(N)nc(-c3ccccc3)c2)cc1	2	6	11	0.2	-13	-7	7.3	4	6
COc1ccc(-n2c(C)cc(C(=O)CSc3ccc(NC(C)=O)cc3)c2C)cc1	-4	5	-15	0.5	9	9	3.3	-3	0
Cc1ccc(CNC(=O)Cn2cccc2)cc1	0	16	-3	-0.1	6	-13	-1.8	-4	3
CC1(C)CC(=O)C(C(c2ccc(F)cc2)C2C(=O)CC(C)(C)CC2=O)C(=O)C1	1	-8	9	0.2	-11	-1	1.5	-5	-1
COC(=O)c1ccc2nc(NC(=O)C3CCCCC3)sc2c1	-3	-9	13	0.0	7	-13	3.9	4	-3
Cn1nccc1C(=O)N/N=C/c1c(O)ccc2ccccc12	37*	-2	5	0.2	3	-19	1.9	-4	2
C=CCc1cc(OC)ccc1OCCOCCC(C(=O)OCC)C(=O)OCC	-3	12	10	-0.1	0	-3	0.8	-1	-1
CCOc1ccc(C2Nc3ccccc3C(CC)(CC)O2)cc1 (centres undefined)	0	10	6	0.0	3	2	-2.5	0	-7
Cc1cc(OCc2cc(C(=O)N(C)CC3CCOCC3)no2)cc(C)c1Cl	2	-1	17	0.2	-17	-1	-0.7	2	-1
CC(C)C(NC(=O)c1ccc(C(C)(C)C)cc1)C(=O)OCC(=O)NC(=O)Cc1ccccc1 (centres undefined)	-1	-6	-6	-0.1	-4	11	4.9	-8	4
O=C(c1cccc(S(=O)(=O)N2CCOCC2)c1)N1CCN(S(=O)(=O)c2cccs2)CC1	0	-8	10	-0.1	5	-1	-1.3	-3	2
Cc1ccsc1C(=O)N1CCN(C(=O)c2ccco2)CC1	/	-10	6	0.0	/	/	1.6	/	-3
Cc1cc(O)c(Sc2ccccc2)c(=O)o1	1	9	-6	-0.1	-11	-1	0.1	-2	0
Nc1c(N(CCCO)C(=O)C2CCCC2)c(=O)[nH]c(=O)n1Cc1ccccc1	/	5	4	0.1	/	/	-0.1	/	-2
CCOC(=O)C1(CCCc2ccccc2)CCN(C(=O)C2CCCN(C(N)=O)C2)CC1 (centres undefined)	-9	-6	20	0.0	6	-12	0.6	-2	-1
CC(C)c1ccc(NC(=O)NCc2ccc3c(c2)OCO3)cc1	1	2	3	0.0	4	-1	4.1	-2	-3
Cc1cccc(CCNC(=O)CCS(=O)(=O)c2cc3c(cc2Cl)NC(=O)CO3)c1	2	-12	2	-0.1	-7	-4	2.2	1	0
O=C(CCC1CCCN(C(=O)c2ccc3cc[nH]c3c2)C1)N1CCN(c2ccccn2)CC1 (centres undefined)	-2	19	18	0.0	5	1	-2.7	-4	-2
C=CCN(C(=O)Nc1ccc2oc(C)nc2c1)c1ccccc1	-2	14	-1	0.2	14	-2	-1.3	-1	-2
CCOc1ccccc1N1CCN(C(=O)NC2CCCCC2)CC1	-1	-3	18	0.0	2	-18	3.1	5	1

Three compounds already listed, sorted by formula weight, lowest first:
SMILES	TPT1 inh	ZTA DNA inh	PREPL inhibitor	Efflux pump mplx	EBNA-1 inh	core dimer inh	PP5 primary	Fh CTSL1 inh	PP1 counter
C=CCc1cc(OC)ccc1OCCOCCC(C(=O)OCC)C(=O)OCC	-3	12	10	-0.1	0	-3	0.8	-1	-1
Cc1cccc(CCNC(=O)CCS(=O)(=O)c2cc3c(cc2Cl)NC(=O)CO3)c1	2	-12	2	-0.1	-7	-4	2.2	1	0
O=C(c1cccc(S(=O)(=O)N2CCOCC2)c1)N1CCN(S(=O)(=O)c2cccs2)CC1	0	-8	10	-0.1	5	-1	-1.3	-3	2

Further records:
SMILES	TPT1 inh	ZTA DNA inh	PREPL inhibitor	Efflux pump mplx	EBNA-1 inh	core dimer inh	PP5 primary	Fh CTSL1 inh	PP1 counter
O=C1S/C(=C/c2ccc(N3CCOCC3)o2)C(=O)N1Cc1ccc(F)cc1	136*	-4	6	0.3	-10	-7	-6.0	4	7
Cc1nn(-c2ccccc2)c(C)c1C(=O)OCC(=O)Nc1cccc(S(N)(=O)=O)c1	/	-4	18	-0.1	/	/	4.5	/	-2
CCC(=O)Nc1cccc(-n2nnnc2SCC(=O)NCc2ccco2)c1	-2	-1	18	-0.3	1	-2	2.7	1	4
O=C(NCc1ccccc1Cl)c1ccc(S(=O)(=O)N2CCCC2)cc1	/	-22	2	-0.3	/	/	1.9	/	-4
CCNc1nc(NC(C)C)nc(N(n2cnnc2)S(=O)(=O)c2ccc(C)cc2)n1	-1	-28	-11	-0.3	4	-4	1.6	-1	0
Cc1cc(NS(=O)(=O)c2ccc(Cl)cc2)nn1CC(=O)NCc1ccco1	-3	-1	-2	-0.1	-8	-4	0.2	0	-2
COc1ccccc1CNC(=O)COC(=O)CSc1ccc(F)cc1	0	6	-4	-0.1	-4	0	-0.2	-18	6
C#CCOCCOCCOCCNc1nc(N2CCN(C(=O)C([C@@H](C)CC)n3cc(C(N)Cc4ccc(O)cc4)nn3)CC2)nc(N2CCN(C(=O)[C@H](CCC(=O)O)n3cc(C(N)CC(C)C)nn3)CC2)n1 (some centres undefined)	0	0	16	/	0	-20	2.2	7	1
O=C(CN1C(=O)NC2(CCCC2)C1=O)Nc1ccccc1F	-3	-6	5	-0.1	5	-3	-1.9	2	-2
C/C(=N\NC(=O)c1ccccc1)c1c(C)[nH]n(-c2ccccc2)c1=O	-1	4	-2	-0.1	2	-4	-2.3	4	-4
CCCN1CCN(C(=O)Cn2ncc3c([nH]c4ccc(C)cc43)c2=O)CC1	0	-10	1	-0.2	-6	-7	0.4	2	-6
CN(c1ccc(C(=O)Nc2cccnc2)cc1)S(C)(=O)=O	-3	-3	2	-0.3	-6	-8	0.8	-2	-4
CCCCc1ccc(N=N/C(C(=O)Nc2ccc(NC(C)=O)cc2OC)=C(/C)O)cc1	0	-17	0	0.0	-7	1	2.1	5	-7
CCC(CC)c1nnc(NC(=O)c2ccc3c(c2)OCO3)s1	-3	16	-6	0.1	7	8	0.5	-2	-2
CC(C)C(=O)N1CCN(c2ccccc2NC(=O)c2cc([N+](=O)[O-])ccc2N2CCOCC2)CC1	3	-15	-3	0.2	-11	8	-1.5	-2	1
O=C(O)CCCCCN1C(=O)/C(=C\c2cn(-c3ccccc3)nc2-c2cccs2)SC1=S	2	0	0	0.1	9	19	1.6	3	1
COc1ccc2cc(C3CC(c4ccco4)=NN3S(C)(=O)=O)c(Cl)nc2c1 (centres undefined)	-1	4	2	0.1	3	7	-1.0	-1	-1
Cc1nnc(SCC(=O)c2c(N)n(C)c(=O)n(C)c2=O)n1Cc1ccccc1	0	-19	21	0.0	-2	-2	0.7	0	-2
CCCCNC(=O)c1onc(CSc2cc(C)cc(C)c2)c1C(=O)NCCCC	0	3	17	0.0	5	-9	-0.8	2	0
CCCCN1C(=O)C(O)(CC(=O)c2c(C)coc2C)c2ccccc21 (centres undefined)	-1	-12	15	-0.2	5	-4	0.4	6	5
CN(C[C@H](CC1CCCCC1)N(C[C@H](Cc1ccccc1)N(CCc1ccccc1)N=O)N=O)N=O	0	15	3	-0.1	13	12	0.3	2	4
COc1ccc2nc(N(CCN(C)C)C(=O)c3ccc(C(=O)c4ccccc4)cc3)sc2c1	-2	-7	1	-0.1	-8	1	1.7	0	-3
COc1cc(OC)cc(-c2nnc(SCC(=O)N3CCCc4ccccc43)o2)c1	-1	-6	-27	0.2	-1	16	4.7	3	3
O=C(CN(CCc1ccccc1)C(=O)CNS(=O)(=O)c1ccc(F)cc1)NCC1CCCO1 (centres undefined)	-1	-3	-9	0.0	14	-6	-0.9	0	5
O=C1NC(=Nc2cccnc2)S/C1=C/c1ccc(F)cc1	8	1	7	0.0	-4	4	-1.4	4	-2
CCOc1ccc(OCCCCn2cnc3ccccc3c2=O)cc1	2	-8	1	0.1	-6	3	-0.7	-2	-6
COc1ccc2c(c1)OC[C@H]1[C@H]2N2C(=O)CN(CCc3c[nH]c4ccccc34)C(=O)[C@@]2(C)[C@H]1c1ccccc1	/	1	-4	0.2	/	/	1.5	/	2
COC(=O)c1ccc(Sc2ccc(F)cc2)c(N)c1	2	8	-8	0.2	-3	6	1.8	3	1

Source: PubChem
